Screening results deposited in PubChem by Icahn School of Medicine at Mount Sinai.
RBX1-CUL1 inh: inhibitors of human ROC1-CUL1 ubiquitin ligase activity; P62877+Q13616; in vitro K48 di-Ub FRET, acceptor:donor ratio, 45 min; inhibition, % at 10 µM; actives 0.6% (n = 140,000); in the data active = inhibition above about 25%
Target sequence (P62877 whole entry, looked up): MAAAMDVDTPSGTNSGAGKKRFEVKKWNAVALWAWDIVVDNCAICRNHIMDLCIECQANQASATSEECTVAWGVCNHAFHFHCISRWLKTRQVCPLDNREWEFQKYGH
Target sequence (Q13616 whole entry, looked up): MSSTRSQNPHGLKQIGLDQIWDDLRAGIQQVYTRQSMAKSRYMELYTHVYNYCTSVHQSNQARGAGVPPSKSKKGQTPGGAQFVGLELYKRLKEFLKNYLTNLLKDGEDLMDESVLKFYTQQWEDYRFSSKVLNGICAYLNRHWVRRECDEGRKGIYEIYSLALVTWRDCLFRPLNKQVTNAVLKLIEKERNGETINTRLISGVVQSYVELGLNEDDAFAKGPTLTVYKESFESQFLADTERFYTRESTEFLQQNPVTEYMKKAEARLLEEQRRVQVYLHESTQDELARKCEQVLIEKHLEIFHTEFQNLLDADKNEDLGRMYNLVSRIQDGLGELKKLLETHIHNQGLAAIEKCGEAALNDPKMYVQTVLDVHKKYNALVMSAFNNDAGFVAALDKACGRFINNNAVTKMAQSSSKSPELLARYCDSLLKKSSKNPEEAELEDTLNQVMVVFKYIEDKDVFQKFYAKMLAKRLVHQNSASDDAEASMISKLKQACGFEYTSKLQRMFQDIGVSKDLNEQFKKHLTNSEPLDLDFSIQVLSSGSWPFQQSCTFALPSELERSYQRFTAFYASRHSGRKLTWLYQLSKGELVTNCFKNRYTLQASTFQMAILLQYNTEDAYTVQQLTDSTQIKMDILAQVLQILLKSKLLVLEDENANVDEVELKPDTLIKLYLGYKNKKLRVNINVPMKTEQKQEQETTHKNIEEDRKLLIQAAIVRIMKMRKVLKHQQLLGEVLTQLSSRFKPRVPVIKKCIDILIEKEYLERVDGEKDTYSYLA
The depositor's hits bear a star.

SMILES	RBX1-CUL1 inh
COC[C@H]1CCC[C@H]1Nc1nccc(-c2cnn(C)c2)n1	-2
COc1cccc(C(=O)Oc2c(Sc3ccc(C)cc3)c(C)nn2C(C)(C)C)c1OC	-3
CCCC(=O)NC(=S)Nc1ccc(I)cc1	-4
CC(C)(C)NC(=O)c1cnc2sc3c(n2c1=O)CCCC3	-2
Cc1cccc(NC(=O)N2CCC(CN3CCC(C)CC3)CC2)c1C	-9
CCC1=Nc2cc(C(=O)NCCc3ccc(OC)c(OC)c3)ccc2Sc2ccccc21	-4
COc1cc(OC)c(C2CC(c3ccc(C)cc3)=Nc3c(C(=O)Nc4ccccc4)cnn32)cc1OC (stereo unspecified)	-1
CC(C)(C(=O)c1ccccc1)c1ccccc1	0
Nc1nc(SCC(=O)Nc2ccc3c(c2)OCCO3)n[nH]1	4
CCc1ccc(C(=O)CC=Nc2cccc(C)c2)cc1	7
CCOc1nnc(C)c2c(C)n(-c3cccc(OC)c3)nc12	-1
CCOC(=O)c1c(NC(=O)COc2cc(C)ccc2C(C)C)sc(C)c1C	5
Cc1cccc(C)c1NC(=O)C(c1ccc(N(C)C)cc1)N1CCC1=O (stereo unspecified)	-1
O=C(CCN1C(=O)CSC1=O)Nc1ccccc1	-8
Cc1ccc(C(=O)N2CCC(C3(CCC(C)C)NC(=O)N(Cc4ccccn4)C3=O)CC2)c(C)c1 (stereo unspecified)	-10
COCCn1c(SCC(=O)Nc2cc(Cl)ccc2OC)nc2c([nH]c3ccccc32)c1=O	-12
Cn1c(=O)c2c(nc(SCC(=O)Nc3ccc(OC(F)(F)F)cc3)n2Cc2cccc(Cl)c2)n(C)c1=O	10
COC(C(=O)NCc1nc(-c2ccccc2NC(=O)CC2CCCC2)oc1C)c1ccccc1 (stereo unspecified)	-7
CCOc1cc(/C=C2\C(=O)NN(c3ccccc3)C2=O)cc(Cl)c1OCCOc1cc(C)ccc1C	44*
COc1cccc(C(=O)Nc2cccc(O)c2)c1OC	-7

Continued; the last 4 above are carried over.
SMILES	RBX1-CUL1 inh
Cn1c(=O)c2c(nc(SCC(=O)Nc3ccc(OC(F)(F)F)cc3)n2Cc2cccc(Cl)c2)n(C)c1=O	10
COC(C(=O)NCc1nc(-c2ccccc2NC(=O)CC2CCCC2)oc1C)c1ccccc1 (stereo unspecified)	-7
CCOc1cc(/C=C2\C(=O)NN(c3ccccc3)C2=O)cc(Cl)c1OCCOc1cc(C)ccc1C	44*
COc1cccc(C(=O)Nc2cccc(O)c2)c1OC	-7
Cc1ccccc1N1CCN(c2ncccc2CNC(=O)C2CCCCN2C)CC1 (stereo unspecified)	17
COc1ccc(NC(=O)c2cc(C(=O)Nc3ccc(OC)cc3OC)cc([N+](=O)[O-])c2)c(OC)c1	8
O=c1[nH]c2ccc(Br)cc2c(-c2ccccc2)c1-c1cc(-c2ccccc2)c2cc(Br)ccc2n1	-1
CCOCCc1nn2c(=O)cc(COC(=O)c3cccs3)nc2s1	3
CCOc1cc(CNCc2ccccn2)ccc1OCC(=O)NC(C)(C)C	-4
CCCOc1ccc2[nH]c(C)c(CN3CCN(C)CC3)c(=O)c2c1	-7
O=C(Nc1ccccc1F)C(c1ccccc1)N1Cc2ccccc2C1=O (stereo unspecified)	-3
CCSc1nnc2c(n1)OC(c1ccc(OC(=O)CC)c(Cl)c1)N(C(=O)CC)c1ccccc1-2 (stereo unspecified)	5
Cc1ccccc1N/N=C(/C#N)C(=O)c1ccc(Cl)cc1	3
COc1ccc(-c2noc(CCCC(=O)Nc3cccc(Cl)c3C)n2)cc1	-8
Cc1c(CC(=O)NCC(C)O)c2c(n1Cc1ccccc1)CCCC2=O (stereo unspecified)	6
COc1ccc(N2CCN(C(=O)Cc3ccccc3F)CC2)cc1	11
Cc1oc2ncnc(N3CCCCC3)c2c1C(=O)NCC1CCN(Cc2cccc(F)c2)CC1	9
COC(=O)C1CCN(C(=O)c2cn(Cc3ccc(F)cc3Cl)nn2)CC1	-5
Cc1cccc(S(=O)(=O)c2cn(Cc3ccccc3)c3cc(N4CCOCC4)c(F)cc3c2=O)c1	2
Cc1c(NC(=O)c2cccnc2C(=O)O)cccc1C(=O)O	1
Cc1c(C)c(C)c(S(=O)(=O)Nc2ccn(C34CC5CC(CC(C5)C3)C4)n2)c(C)c1C	5
Cc1cccc(N2CCN(C(=O)Cn3nc(Cc4cccnc4)c4ccccc4c3=O)CC2)c1C	7
Cc1ccc2nc3c(cc(C(=O)N4CCN(C(=O)c5ccco5)CC4)n3C)c(=O)n2c1	8
CCOC(=O)c1ccc(N2C(=O)C(CC(=O)Nc3ccc(F)cc3)N(NC(=O)c3cccc(F)c3)C2=S)cc1 (stereo unspecified)	4

7 compounds from above, arranged by number of heavy atoms, low to high.
SMILES	RBX1-CUL1 inh
CCOc1nnc(C)c2c(C)n(-c3cccc(OC)c3)nc12	-1
CCOCCc1nn2c(=O)cc(COC(=O)c3cccs3)nc2s1	3
Cc1cccc(C)c1NC(=O)C(c1ccc(N(C)C)cc1)N1CCC1=O (stereo unspecified)	-1
O=C(Nc1ccccc1F)C(c1ccccc1)N1Cc2ccccc2C1=O (stereo unspecified)	-3
Cc1ccccc1N1CCN(c2ncccc2CNC(=O)C2CCCCN2C)CC1 (stereo unspecified)	17
Cc1cccc(N2CCN(C(=O)Cn3nc(Cc4cccnc4)c4ccccc4c3=O)CC2)c1C	7
Cn1c(=O)c2c(nc(SCC(=O)Nc3ccc(OC(F)(F)F)cc3)n2Cc2cccc(Cl)c2)n(C)c1=O	10

(next part)
SMILES	RBX1-CUL1 inh
Cc1ccc(C)c(NC(=O)CN(CCc2ccccc2)S(=O)(=O)c2ccccc2)c1	-2
CC1CCCCN1C(=O)c1ccc2c(c1)N(Cc1ccc(F)cc1)C(=O)c1ccccc1S2(=O)=O (stereo unspecified)	-4
OCCNc1nc(-c2ccccc2)nc2c1oc1ccccc12	3
COc1ccc2c(C)cc(N3CC(C)OC(C)C3)nc2c1 (stereo unspecified)	-1
CC(=O)Nc1ccc(NC(=O)CN2CCN(c3ccccc3)CC2)cc1C	2
Clc1ccc2nc(CNC3CCCc4c3cnn4-c3ccccn3)ccc2c1 (stereo unspecified)	7
CCCc1sc(N(C(=O)CC)c2ccc(Cl)c(Cl)c2)nc1-c1ccc(Cl)cc1	-1
Cc1ccc(-n2c(=O)c3ccc(C(=O)NCc4ccco4)cc3n(Cc3ccccc3C#N)c2=O)cc1	0
COc1ccc(C2CC(=O)c3cc(-c4nc(-c5cccc([N+](=O)[O-])c5)cs4)c(=O)n(-c4cc(C)cc(C)c4)c3C2)cc1 (stereo unspecified)	-5
Cc1coc2cc3oc(=O)c(CC(=O)NCc4ccccc4)c(C)c3cc12	0
CC1CCCN(Cc2c(O)ccc3c(=O)c(Oc4ccccc4Cl)c(C(F)(F)F)oc23)C1 (stereo unspecified)	4
CC1CCc2c(sc3nc(SCC(=O)Nc4ccccc4F)n(-c4ccccc4)c(=O)c23)C1 (stereo unspecified)	-6
COC[C@H]1CCCN1Cc1ccc(-c2nc(CCn3cccn3)cc(=O)[nH]2)cc1	4
O=C(Cn1nc(Cl)nc1Cl)c1cccs1	1
Cc1ccc(C)c(S(=O)(=O)N2C(=S)NC(=O)C2CC(C)C)c1 (stereo unspecified)	-8
Cc1cccc(N2CCN(C(=O)c3ccc(OC4CCCC4)cc3)CC2C)c1 (stereo unspecified)	7
CCOC(=O)c1cccc(NC(=O)c2cccc(C(=O)Nc3cccc(C(=O)OCC)c3)n2)c1	0
Cc1ccc(C)c(N2CCN(C(=O)C3CCCN(S(=O)(=O)c4ccc5c(c4)oc(=O)n5C)C3)CC2)c1 (stereo unspecified)	7
COc1ccc(-c2cc(C(C)=O)c(C)n2CCC(=O)Nc2ccc(C)c(Cl)c2)cc1	9
COc1cc(CC2(CCC(=O)NCc3c(F)ccc(C)c3F)CCC(=O)N2)ccc1F (stereo unspecified)	-3
CC(C)NC(=O)CSc1nc2ccccc2nc1N1CCCCC1	4
CCc1ccc(Oc2c(C(F)(F)F)oc3cc(OC(=O)c4ccc(N5C(=O)c6ccccc6C5=O)cc4)ccc3c2=O)cc1	-5
Cc1ccccc1C(=O)Nc1ccc(S(N)(=O)=O)cc1	-11
CCC(C(=O)Nc1sc2c(c1C(=O)OC(C)C)CCC(C)C2)c1ccccc1 (stereo unspecified)	5
CCn1c(CNC(=O)c2cccc(C)c2)nnc1SCC(=O)Nc1ccc(C)c(Cl)c1	-1
CC1CCCCN1C(=O)CSc1nnc(-c2ccccc2Cl)o1 (stereo unspecified)	5
CN(CC1CCOCC1)c1nc2nonc2nc1N1CCCCCC1	1
CCS(=O)(=O)Nc1ccc(C(=O)N2CCN(c3ccccc3OC)CC2)cc1	-1
CCOc1cc(/C=C2\C(=N)N3N=CSC3=NC2=O)ccc1OC(=O)c1ccccc1Cl	3
COc1ccc(OC)c(C2C3=C(CC(C)(C)CC3=O)N(c3ccccc3)C(=N)C2C(=O)c2ccc(C)cc2)c1 (stereo unspecified)	3
NS(=O)(=O)c1ccc(CCNC(=O)CCn2c(=O)c3cccn3c3cccnc32)cc1	-6
COc1ccccc1Nc1ncc2c(n1)CCN(CC(C)C)C2	1
O=C(Cn1c(=O)nc(-c2ccccc2)c2cc(Cl)ccc21)Nc1ccc(F)c(Cl)c1	2
O=C(CN1Cc2ccccc2OC(c2ccccc2F)C1)NCCc1nc(-c2cccnc2)n[nH]1 (stereo unspecified)	-3
O=C1N(CC2CC2)CCCC1(O)CNCc1cc2ccccc2s1 (stereo unspecified)	-2
CCCCN1C(=O)C(NC(=O)c2ccc(C(C)(C)C)cc2)(C(F)(F)F)C(C(=O)OC)=C1C (stereo unspecified)	-10
CCOc1ccc(N2C(=O)CC(N3CCN(C(c4ccccc4)c4ccccc4)CC3)C2=O)cc1 (stereo unspecified)	-13
O=S(=O)(O)c1ccc2c(S(=O)(=O)O)cccc2c1	5
COc1cc2c(cc1OC)C(Nc1nc(-c3ccccc3)cs1)=NC(C)(C)C2	6
Nc1ccc(-c2ccc(-c3ccc(N)cc3)c(N)c2)cc1	1
CCOC(=O)c1c(C(=O)OCC)c2n(C)c3ccccc3n2c1C(C)=O	15
Cc1cc(-c2n[nH]c3c2CN(C(=O)c2n[nH]c4c2CCC4)CC3)no1	6
CCOC(=O)c1cc(-c2ccccc2)n(CCC(=O)NCCc2ccc(C)cc2)c1C	1
O=C(C1CC1)N1CCC(N2CCCC(C(=O)N3CCc4sccc4C3)C2)CC1 (stereo unspecified)	-2
CCN(CC)c1ccc(NC(=O)CCc2ccccc2)c(C)c1	1
COCc1[nH]nc2c1C(c1cc(OC)cc(OC)c1)C(C#N)C(=N)O2 (stereo unspecified)	7
CN(C)c1ccc(CC2=NC(=S)N(c3ccc(Br)cc3)C2=O)cc1	1
Cc1ccc(SCC(=O)NCC(C)C)cc1	-4
CCOC(=O)NC(Nc1cc(C(F)(F)F)ccc1OC)(C(=O)OCC)C(F)(F)F (stereo unspecified)	5
N=C1/C(=C/c2ccc(Br)o2)C(=O)N=C2SC=C(c3ccc(F)cc3)N12	3
CC(C)(C)c1ccc(C(=O)NC(=S)Nc2ccc(Oc3ccccc3)cc2)cc1	-5
COc1cccc(CC2(CO)CCCN(Cc3c(OC)cccc3OC)C2)c1 (stereo unspecified)	6
CCN(CC)C(=O)CN1C(=O)C2(NC(CCSC)C3C(=O)N(Cc4ccccc4)C(=O)C32)c2ccccc21 (stereo unspecified)	2
Nc1c(C(=O)N(c2ccccc2)c2ccccc2)sc2nc3c(cc12)CCCCC3	1
Clc1ccc(Cn2ncc3c(NCCN4CCOCC4)ncnc32)cc1	-7
O=C(COc1ccccc1Cl)Nc1nc(-c2ccc(F)cc2)ns1	4
CC(=O)Nc1ccc(C)c([N+](=O)[O-])c1C	-15
CC(=O)c1cccc(NS(=O)(=O)c2ccc(N=CCC(=O)c3ccc(Cl)c(Cl)c3)cc2)c1	8
O=C(Nc1ccc(OCc2cc(=O)n3c4c(sc3n2)CCCC4)cc1)c1cccc(F)c1	-2
COc1cccc(CNC(=O)Cc2c(C)c3ccc(OC)c(C)c3oc2=O)c1	2
(list continues)
SMILES	RBX1-CUL1 inh
CCOc1ccc(C(=O)N2CCC(c3noc(-c4ccc(S(=O)(=O)N5CCCC5)cc4)n3)CC2)cc1	1
Cc1ccc2nc(-c3ccc(NC(=O)C4CC4)cc3)sc2c1	-5
CCCCc1ccc(C(=O)N=C(Cc2ccc(C)cc2)C(=O)NC2CCCCC2)cc1	-5
CN1c2ccccc2N(C)C1c1c2ccccc2cc2ccccc12	-8
O=C(O)CC(=O)c1ccccc1C(=O)O	2
O=C(N/N=C/c1cccnc1)c1[nH]nc2c1CCc1ccccc1-2	6
Cc1nc(-c2ccncc2)ncc1C(C)NC(=O)c1cc2ccccc2[nH]1 (stereo unspecified)	1
Cc1c(C(C)Nc2nncc(-c3cccc(F)c3)n2)cnn1C (stereo unspecified)	6
O=C(CN1C(=O)C(=O)c2ccccc21)Nc1ccc(Br)cc1	0
CNCC#CCOc1cc(C)ccc1C	-8
O=C(CCC(=O)N1CC2CCCN2c2ccccc21)NCc1ccccc1Cl (stereo unspecified)	2
Cc1cccc(N2C(=O)c3cccc4cccc(c34)C2=O)n1	-3
OC(c1ccccc1)(c1ccncc1)c1ccn[nH]1 (stereo unspecified)	3
COc1cc(/C=N/NC(=O)c2cccc(F)c2)ccc1OC(=O)c1ccc(Cl)cc1Cl	0
O=C(Nc1ccc(Cl)cc1)OCCSc1nccs1	1
COc1ccccc1C(=O)OC(c1ccc(NC(=O)COc2ccccc2)cc1)(C(F)(F)F)C(F)(F)F	-6
Cc1cc(/C=c2/sc3nc4ccccc4n3c2=O)c(C)n1-c1cccc(C(=O)O)c1	14
CCOc1ccc(-n2c(SCC(=O)N3CCCc4ccccc43)nc3c([nH]c4ccccc43)c2=O)cc1	2
CNC(=O)C1CCN(C(=O)c2ccccc2F)CC1	-1

No new results follow: entries from further up.
SMILES	RBX1-CUL1 inh
CCOc1ccc(C(=O)N2CCC(c3noc(-c4ccc(S(=O)(=O)N5CCCC5)cc4)n3)CC2)cc1	1
Cc1ccc2nc(-c3ccc(NC(=O)C4CC4)cc3)sc2c1	-5
CCCCc1ccc(C(=O)N=C(Cc2ccc(C)cc2)C(=O)NC2CCCCC2)cc1	-5
CN1c2ccccc2N(C)C1c1c2ccccc2cc2ccccc12	-8
O=C(O)CC(=O)c1ccccc1C(=O)O	2
O=C(N/N=C/c1cccnc1)c1[nH]nc2c1CCc1ccccc1-2	6

The list is partial, so the mix of outcomes need not match the whole.
